Bioassay records: PubChem BioAssay, several laboratories
EBNA-1 inhibitor – blocks EBNA-1 binding to DNA | EBNA-1 DNA binding, fluorescence polarization | inhibition, % at 14.8 µM | 300,000 tested, 0.34% active | AID 1950; in the data active = inhibition above about 28%
Fam108B inh – Fam108B inhibition, counter-screen for RBBP9 inhibitors. recombinant Fam108B, FP-Rh probe fluorescence polarization. inhibition, % at 9.51 µM. 300,000 tested, 0.33% active. AID 1947;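 active = inhibition above the screen mean inhibition plus 3 SD, computed separately per campaign, cut at about 18% in these data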;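 also: inhibitors lower polarization as less probe binds the enzyme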
ZTA counter – counter-screen for EBNA-1 inhibitors: inhibitors of Epstein-Barr virus ZTA. 320,000 tested, 0.15% active. ZTA-DNA binding, fluorescence polarization. inhibition, % at 11 µM. P03206; in the data active = inhibition above about 33%
Target sequence (P03206 whole entry, looked up): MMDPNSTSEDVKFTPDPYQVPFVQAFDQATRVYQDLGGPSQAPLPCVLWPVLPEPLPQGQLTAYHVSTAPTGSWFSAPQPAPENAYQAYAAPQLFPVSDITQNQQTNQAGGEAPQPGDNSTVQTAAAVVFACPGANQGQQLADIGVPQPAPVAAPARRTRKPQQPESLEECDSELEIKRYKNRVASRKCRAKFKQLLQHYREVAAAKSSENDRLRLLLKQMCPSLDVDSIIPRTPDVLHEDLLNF
Efflux pump inh – antifungal efflux pump inhibition, Nile Red retention; AID 485275; S. cerevisiae Candida pump triplex; inhibition, % at 10 µM; 330,000 tested, 0.44% active;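 active = plate passing quality check with inhibition over a set limit, or well fluorescence over plate mean plus 4 SD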;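 also: Nile Red retained in pooled yeast measured as flow cytometry median fluorescence; 0% = buffer negative control and 100% = Enniatin B positive control; higher means more Nile Red kept so more efflux inhibition; some compounds called inactive have numbers as strong as hits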
MCL1-BIM inh – disrupts human MCL1 binding to BIM-BH3 peptide. Q07820. GST-MCL1 / FITC-Bim-BH3 fluorescence polarization. inhibition, % at 10.9 µM. 320,000 tested, 0.68% active;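 active = inhibition above the mean inhibition of all tested compounds plus 3 SD, set per campaign, cut at about 40% in these data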;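 also: 0% = DMSO wells and 100% = unlabeled Bim-BH3 peptide control; higher means more loss of mP so more displacement of Bim peptide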
Target sequence (Q07820 whole entry, looked up): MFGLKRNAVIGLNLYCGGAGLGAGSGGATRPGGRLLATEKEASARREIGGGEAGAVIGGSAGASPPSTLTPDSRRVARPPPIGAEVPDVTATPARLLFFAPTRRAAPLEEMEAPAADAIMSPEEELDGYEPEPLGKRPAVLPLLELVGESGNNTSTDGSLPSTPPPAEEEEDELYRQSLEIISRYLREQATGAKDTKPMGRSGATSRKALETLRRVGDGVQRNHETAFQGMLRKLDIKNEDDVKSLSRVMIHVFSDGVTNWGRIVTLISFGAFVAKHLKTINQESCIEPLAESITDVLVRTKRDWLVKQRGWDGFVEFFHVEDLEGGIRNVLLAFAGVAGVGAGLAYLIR
MEX-5 binding – C. elegans MEX-5 TCR-2 RNA binding activity | Q9XUB2 | MEX-5/FITC-TCR2 RNA binding, fluorescence polarization; stronger effect = lower value | activity score (negative = inhibition of binding), % at 10 µM | 300,000 tested, 0.38% active | AID 1832;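 active = inhibition past about -25% in most replicates, and total fluorescence under double the plate's negative control median, limit read from the data; inconclusive = replicates evenly split on the limit, or fluorescence at least double controls; inactive = too little inhibition in most replicates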;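 also: 0% = DMSO and -100% = 5 µM competing unlabeled TCR2 RNA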
Target sequence (Q9XUB2 whole entry, looked up): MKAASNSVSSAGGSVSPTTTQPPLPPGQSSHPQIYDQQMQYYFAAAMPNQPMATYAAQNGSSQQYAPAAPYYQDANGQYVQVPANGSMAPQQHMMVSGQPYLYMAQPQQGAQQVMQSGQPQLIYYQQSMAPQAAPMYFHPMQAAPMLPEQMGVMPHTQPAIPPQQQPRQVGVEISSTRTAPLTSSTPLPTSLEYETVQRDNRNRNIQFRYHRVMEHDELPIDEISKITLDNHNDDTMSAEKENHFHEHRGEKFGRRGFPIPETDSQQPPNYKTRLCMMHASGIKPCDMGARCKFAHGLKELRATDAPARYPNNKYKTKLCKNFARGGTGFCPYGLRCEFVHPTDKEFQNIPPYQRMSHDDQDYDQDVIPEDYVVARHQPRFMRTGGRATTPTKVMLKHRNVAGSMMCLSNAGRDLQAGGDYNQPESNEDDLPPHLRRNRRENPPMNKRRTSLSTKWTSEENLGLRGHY
Bcl-xL primary – inhibitors of human Bcl-xL; Q07817; GST-Bcl-xL / FITC-Bim BH3 peptide fluorescence polarization; inhibition, % at 10.9 µM; 320,000 tested, 0.7% active; AID 2129;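 active = inhibition above the mean of all tested compounds plus 3 SD, cutoff set per campaign, cut at about 30% in these data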;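 also: 0% = DMSO wells and 100% = unlabeled Bim-BH3 peptide competitor; inhibitors lower millipolarization by displacing the labeled peptide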
GLD-1 TGE inh – GLD-1-TGE RNA interaction inhibition (C. elegans); AID 2280; inhibition, % at 5.96 µM; purified GLD-1 + fluorescein TGE RNA, fluorescence polarization; 320,000 tested, 0.44% active;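 active = percent inhibition above a per-plate cutoff, the plate mean of test compounds plus 3 SD, cut at about 30% in these data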;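 also: 0% = DMSO wells with GLD-1 and probe and 100% = wells lacking GLD-1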
CR mimetic SO – caloric restriction mimetics inhibiting age-related superoxide in yeast; 330,000 tested, 0.18% active; S. cerevisiae aged cells, superoxide DHE fluorescence; stronger effect = lower value; superoxide response (% of plate mean), % at 10 µM;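 active = superoxide response under a set limit, about three screen SD below normal, cut at about 65% in these data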;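 also: yeast aged for seven days with compound at 30 °C before DHE staining; 100% = average MFI of all compound-treated wells on the plate with controls excluded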
* = called active by the depositor; ? = inconclusive; . = not tested or not shown. Rows are unselected (roughly 2.3% active in at least one column).

SMILES	EBNA-1 inhibitor	Fam108B inh	ZTA counter	Efflux pump inh	MCL1-BIM inh	MEX-5 binding	Bcl-xL primary	GLD-1 TGE inh	CR mimetic SO
CCN(CC)C(=O)NCc1c(C)cc(C)cc1C	7	-1	1	0.0	4	-0.6	4	4	96
COC(=O)c1sc(NC(=S)NC(=O)c2ccccc2C)nc1C	-13	-3	-13	0.0	4	-0.1	7	-2	96
CN(C)S(=O)(=O)c1cccc(NC(=O)c2n[nH]c(=O)c3ccccc23)c1	1	-3	7	0.3	4	-1.1	0	-1	97
O=C(CN1CCN(C(=O)CNC(=O)c2ccc3c(c2)OCO3)CC1)Nc1ccccc1Cl	.	.	-14	0.1	-6	.	0	0	98
Cc1cccc2cc3c(NC(=O)c4ccccn4)nn(C)c3nc12	1	-2	-10	0.2	6	-4.1	0	-3	104
C/C(=N/NC(=S)Nc1ccccc1)c1ccc2c(c1)OCO2	9	-1	7	1.2	9	0.0	8	-1	113
C/C(=N\NC(=O)c1ccc(CN(C)S(=O)(=O)c2ccc(C)cc2)cc1)c1ccc(OC(F)F)cc1	-1	-2	-6	0.0	11	.	-3	-4	104
COc1ccc(-c2nc(C=O)cs2)cc1	-5	2	-15	-0.1	5	-2.2	5	5	97
O=C(Nc1ccc(C(=O)O)cc1)Nc1cccc2ccccc12	1	-1	8	-0.1	1	1.0	5	-6	89
CNc1ccc(SC#N)cc1	8	1	-1	-0.1	6	0.4	13	1	88
O/C(=C\c1ccc2ccccc2n1)c1ccncc1	-1	-1	1	-0.1	-37	22	-24	-144	111
CCc1nnc(NC(=O)CSc2nc3ccccc3c(=O)n2CCCOC)s1	7	3	-12	0.3	5	1.7	5	5	96
O=C(NC(=S)Nc1ccc(S(=O)(=O)Nc2nccs2)cc1)C1CC1	8	2	10	-0.1	6	-0.7	6	-4	94
CC(CCc1ccccc1)NC(=O)CN1C(=O)NC2(CCCCC2C)C1=O (stereo not drawn)	.	.	-2	0.4	-4	.	0	-1	98
O=C(NNC(=O)c1csc(-c2cccnc2)n1)c1ccccc1	-1	1	-13	0.0	5	-26*	5	10	99
Cc1cc(C(=O)N=Nc2c(O)n(C(C)C)c3ccccc23)n[nH]1	-8	0	12	0.1	1	-7.3	0	-7	95
CCc1cc(=O)[nH]c(SCC(=O)N2CCC(Cc3ccccc3)CC2)n1	-6	0	6	0.0	1	0.9	1	0	95
CN(CC(=O)Nc1ccccc1Cl)C(=O)c1ccc(COc2ccccc2)cc1	7	-8	5	-0.1	0	-1.0	-1	0	106
O=C(O)CC1NC(=S)N(c2ccccc2)C1=O (stereo not drawn)	-1	-1	9	0.1	-17	17	-15	-4	104
CC1CCN(C(=S)c2cccc(O)c2)CC1	-3	0	-24	-0.1	0	-1.8	10	2	82
CCOC(=O)c1cnc2ccc(OCC)cc2c1N1CCN(C)CC1	-14	4	3	0.1	-9	3.3	3	5	100
O=C(c1ccc(S(=O)(=O)N2CCCC2)cc1)N1CCN(c2cccc(Cl)c2)CC1	10	-4	-3	-0.3	8	1.9	9	3	104
O=C(COc1ccccc1)Nc1ccc2[nH]ncc2c1	6	-4	-11	0.0	-4	-1.5	5	-5	109
CCOC(=O)CNCCC(=O)c1ccc(Br)cc1	17	7	6	-0.1	8	2.3	-6	-3	91
COc1ccc2nc(-c3ccc(F)cc3)sc2c1	-5	0	14	-0.2	2	-1.1	5	0	90
Cc1ccc(NC(=O)COc2ccc(C(=O)NCCc3ccccc3)cc2)cc1	10	-3	1	-0.1	4	-1.3	5	-2	82
O=C(NCCc1ccccc1)c1cc(-c2ccc3c(c2)OCO3)on1	2	0	1	0.0	3	1.4	4	7	90
CCn1c(SC2CCOC2=O)nnc1-c1ccc(Cl)cc1 (stereo not drawn)	-6	4	-10	0.0	0	-0.2	-10	0	77
COc1cc(/C=C2/C(=N)N3N=C(CC(=O)N4CCOCC4)SC3=NC2=O)ccc1OCc1ccc(F)cc1	-6	-7	2	0.5	-5	5.0	0	-2	98
COc1ccc(-c2noc(N3CCC(C(=O)Nc4cccc(OC)c4)CC3)n2)cc1	-13	-1	-12	-0.2	-1	2.6	4	3	94
COc1ccc(S(=O)(=O)N2CCCC2CNC(=O)C(=O)NCc2ccc(C)cc2)cc1 (stereo not drawn)	6	0	6	0.0	6	1.5	-2	2	82
Cc1cccc(NC(=O)CCC(=O)N/N=C/c2ccc(O)cc2O)c1	2	4	6	-0.2	5	-1.8	9	4	104
Cc1ccccc1-c1nc(CS(=O)(=O)CC(=O)N2CCOCC2)c(C)o1	-9	-1	8	0.2	1	-0.6	3	-6	121
O=C(Nc1ccc(N2CCOCC2)cc1)c1ccc([N+](=O)[O-])o1	10	1	-12	-0.3	-2	0.8	-1	3	121
CCCC(=O)Nc1nnc(-c2cccc(OCC)c2)s1	8	2	18	0.1	5	0.6	-1	5	91
COc1ccc(C(=O)COC(=O)c2sc(C)nc2C)cc1Cl	.	.	3	0.1	-2	.	2	-4	106
COC(=O)c1ccccc1C(=O)N1CCCC(C(=O)c2cc(F)ccc2F)C1 (stereo not drawn)	2	1	-19	-0.2	6	0.0	6	-3	118
O=C(Nc1cc(C(F)(F)F)ccc1Cl)c1cc(C2CC2)on1	-4	-3	6	-0.2	8	0.1	-2	2	112
Cc1c(Cl)cccc1NC(=S)N1CCN(c2ncccn2)CC1	-8	-1	-21	0.0	8	-1.0	4	5	87
COc1ccc(NC(=O)CCNS(=O)(=O)c2cccc(C(C)=O)c2)cc1S(N)(=O)=O	-9	-2	-7	-0.1	2	-2.4	4	-7	91
Fc1cccc(Oc2nc3ccccc3n3cccc23)c1	17	2	-11	-0.1	7	3.0	9	4	91
CC(C)CNC(=O)c1c2c(nc3ccccc13)-c1ccccc1CC2	-7	4	-23	-0.1	2	-3.0	0	13	82
Cc1cc(C)cc(NC(=O)c2ccc(S(=O)(=O)N(C)CC3CCCO3)cc2)c1 (stereo not drawn)	1	0	0	-0.2	7	-3.7	7	-3	90
O=C(CCc1ccccc1)Nc1ncc2c(n1)CCCC2=O	-1	-2	-7	0.0	1	-0.5	-1	8	101
Clc1ccc(N2CCCCCC2)nn1	-5	-2	10	0.0	2	-2.1	-3	5	96
O=C(Nc1ccc(N2CCN(C(=O)c3cccs3)CC2)cc1)c1ccccc1F	-3	1	-3	0.2	-4	-3.8	-1	-1	98
CCO/C=C1\C(=O)N(c2ccc(OCC)cc2)C(=O)c2ccccc21	8	2	4	-0.1	-4	0.4	0	-4	103
O=C(CSC1=NNC(c2ccccn2)S1)Nc1cccc(Cl)c1 (stereo not drawn)	-11	1	-13	0.0	17	0.5	10	3	108
c1ccc(C2=Nc3c(ccc4ccccc34)C(c3ccncc3)=NN2)cc1	5	7	7	-0.1	4	.	4	0	94
CN(C(=O)c1cccn(Cc2ccccc2)c1=O)c1ccccc1	1	-2	-2	0.0	0	-2.8	5	0	104
COc1ccc(-c2cc(C3CCN(CC(O)C(F)(F)F)CC3)[nH]n2)cc1 (stereo not drawn)	8	2	4	-0.1	-1	0.0	3	-1	95
O=C(NCC1CCCO1)c1cccc(S(=O)(=O)NCc2ccccc2)c1 (stereo not drawn)	-2	-3	-12	0.0	0	-4.4	2	7	78
Cc1[nH]n(-c2ccccc2)c(=O)c1C=Nc1ccc(S(=O)(=O)N(C)C)cc1	0	0	2	-0.1	1	2.2	3	-2	109
CN(C)S(=O)(=O)c1ccccc1C#N	-2	-3	-7	0.1	-4	-0.6	-5	-4	106
Cc1ccc(C(=O)N2CCN(c3cccc(C)c3C)CC2)o1	9	0	4	-0.1	9	-0.6	8	0	105
O=C(NCc1ccccc1F)c1cc(=O)[nH]c2ccccc12	-9	1	7	0.1	10	0.5	6	-2	92
O=C(Nc1ccc(Oc2ccc3ccccc3c2)cc1)c1ccco1	13	-13	-3	0.1	6	-0.4	8	8	88
O=C1C(=O)N(Cc2cccnc2)C(c2ccc(Br)cc2)/C1=C(\O)c1ccc2c(c1)OCCO2 (stereo not drawn)	-6	-2	-4	0.5	1	-3.8	0	9	101
CSc1ccccc1NC(=O)COc1ccccc1Cl	-9	-3	-3	0.1	5	-0.7	2	7	78
Cc1ccc(NC(=O)c2cc3ccccc3o2)cc1	-16	-4	-10	0.9	-2	-4.2	2	5	107
Additional compounds
SMILES	EBNA-1 inhibitor	Fam108B inh	ZTA counter	Efflux pump inh	MCL1-BIM inh	MEX-5 binding	Bcl-xL primary	GLD-1 TGE inh	CR mimetic SO
Cc1cc(C)cc(NC(=O)CSc2nc(=O)n(CCCN3CCOCC3)c3c2CCCC3)c1	10	0	5	-0.1	3	0.9	3	1	94
CCCn1c(=O)c2ccccc2n2c(SCC(=O)Nc3cc(C)on3)nnc12	17	2	7	0.0	-6	1.5	0	-1	111
COc1cc(NC(=S)N2CCc3ccccc3C2)cc(OC)c1	0	-1	11	-0.1	17	-2.6	3	5	104
CS(=O)(=O)N1CCC(C(=O)N2CCN(c3ccc(F)cc3)CC2)CC1	10	4	18	-0.1	-4	-1.3	-2	4	102
CCCCOc1ccc(NC(=O)c2cnc(C)cn2)cc1	-10	7	-5	0.1	2	-2.1	4	0	101
O=C(NCCCCc1ccccc1)C1CC(c2cccc(F)c2)=NO1 (stereo not drawn)	-7	-1	-10	-0.2	5	2.4	-1	1	112
CC1CN(S(=O)(=O)c2cccc3nsnc23)CC(C)O1 (stereo not drawn)	3	3	-4	-0.1	1	-0.4	5	4	93
COc1ccc(CC(=S)NCCc2ccccc2)cc1	-8	-1	2	-0.1	1	0.1	13	5	99
CCN1C(=O)c2cccc3c(NC(=O)C4CCCCC4)ccc1c23	2	0	4	-0.1	8	-19	5	-2	97
Cc1ccc2nc(SCc3nnc(-c4cccs4)o3)[nH]c2c1	5	-1	-17	-0.1	-12	3.2	-13	13	97
CCN1CCN(CCCN(Cc2cccs2)C(=S)Nc2ccccc2C)CC1	-10	1	-3	0.1	0	-0.5	-3	-14	101
CN1CCN(C(=O)/C(=C/c2ccccc2Cl)NC(=O)c2ccccc2)CC1	-6	2	-23	-0.1	2	-3.9	3	13	124
COC1(OC)N=C(N)C2(C#N)C(c3ccc4c(c3)OCO4)C12C#N (stereo not drawn)	-13	0	-13	-0.1	17	?	23	15	104
O=Cc1ccc(-c2ccc(C(=O)O)cc2)o1	-7	0	-13	0.1	7	1.2	10	1	98
CCC(C)(C)NC(=O)CN(C(=O)CCC(=O)Nc1ccccn1)c1ccc(F)c(Cl)c1	-17	3	5	0.2	-3	-2.2	-2	-1	101
O=C(O)Cn1c(-c2ccccc2)nc2ccccc21	13	-3	28	-0.2	2	-2.4	-1	-7	97
Nc1ccc(C(=O)OCC(=O)Nc2ccc3c(c2)OCO3)cc1[N+](=O)[O-]	7	3	-5	-0.5	-3	-1.0	6	-1	94
O=C(O)C1CCCCC1C(=O)NCc1ccc(Cl)c(Cl)c1 (stereo not drawn)	-9	2	-3	0.0	7	1.2	4	1	93

Complete entries from above. Order of values: EBNA-1 inhibitor | Fam108B inh | ZTA counter | Efflux pump inh | MCL1-BIM inh | MEX-5 binding | Bcl-xL primary | GLD-1 TGE inh | CR mimetic SO
CCCC(=O)Nc1nnc(-c2cccc(OCC)c2)s1 as listed: 8 | 2 | 18 | 0.1 | 5 | 0.6 | -1 | 5 | 91
CCc1cc(=O)[nH]c(SCC(=O)N2CCC(Cc3ccccc3)CC2)n1 as listed: -6 | 0 | 6 | 0.0 | 1 | 0.9 | 1 | 0 | 95
c1ccc(C2=Nc3c(ccc4ccccc34)C(c3ccncc3)=NN2)cc1 as listed: 5 | 7 | 7 | -0.1 | 4 | . | 4 | 0 | 94
Cc1ccc2nc(SCc3nnc(-c4cccs4)o3)[nH]c2c1 as listed: 5 | -1 | -17 | -0.1 | -12 | 3.2 | -13 | 13 | 97
